hcDAF-12 act = activates DAF-12 receptor from parasite H. contortus | HEK293 hcDAF-12 lit1-tk-luc reporter, luminescence; 0% DMSO, 100% Δ7-dafachronic acid | activation, % at 6.8 µM | hit rate 1.4% among 370,000;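 active means activation above the mean of all tested compounds plus 3 SD, cut at about 5.5% in these data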;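 further: 100% = response to 3 µM Δ7-dafachronic acid high control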
SMARCA2 act = SMARCA2 function activation, primary screen. MG213 cells, MMTV-luciferase reporter, dexamethasone, overnight. activation, % at 9.1 µM. hit rate 1% among 370,000; in the data active means activation above about 7.8%;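 further: 0% = vehicle wells and 100% = reference activator wells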
hgDAF12 agonist = activates the H. glycines DAF-12 receptor ligand-binding domain; AID 687014; hit rate 1.8% among 370,000; HEK293 GAL4-hgDAF12 UAS-luciferase reporter, agonist luminescence; normalized to butyrate control; activation, % at 6.8 µM;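 active means activation above a cutoff set at the mean of all screened compounds plus 3 SD, cut at about 10% in these data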;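 further: 0% = DMSO wells and 100% = sodium butyrate wells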
MBD2 DNA inh = MBD2-methylated oligo binding inhibition. Q9UBB5. TR-FRET, MBD2 binding to methylated oligonucleotide. inhibition, % at 4.4 µM. hit rate 0.31% among 370,000; in the data active means inhibition above about 13%
DAX1 inh-1 = blocks DAX1 repression of SF-1 activated StAR promoter; HEK293T StAR-luciferase reporter, SF-1/DAX-1 repression relief; inhibition, % at 6.8 µM; hit rate 1.1% among 370,000; AID 652010;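 active means inhibition above the mean over all tested compounds plus 3 SD, cut at about 3.6% in these data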;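 further: 0% = DAX-1 cells with DMSO and 100% = cells lacking DAX-1 with DMSO; higher inhibition means more luminescence from relief of DAX-1 repression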
PLCg1 inh = PLC-gamma1 (human) inhibition, primary screen; purified PLC-gamma1, fluorogenic substrate, fluorescence; inhibition, % at 12.2 µM; hit rate 0.84% among 370,000; P19174; in the data active means inhibition above about 9.5%
Rev-erbA mod = modulators of human Rev-erb alpha DNA binding; P20393; Rev-erbα–FITC-DNA binding, fluorescence polarization, 90 min; activity, % at 10 µM; hit rate 0.79% among 370,000; AID 1259318;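 active means activity above about 14%, limit read from the data; passing the limit was not always enough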;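 further: 0% = DMSO wells with 35 nM protein and 100% = DMSO wells with 750 nM protein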
ADAM17 inh = ADAM17 inhibition, QFRET primary screen; recombinant ADAM17, EDANS/DABCYL FRET peptide cleavage; hit rate 0.83% among 370,000; P78536; inhibition, % at 6.95 µM;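 active means inhibition above the mean of compounds lying between control limits plus 3 SD, set per campaign, cut at about 8.5% in these data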;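 further: 0% = DMSO-only wells as the low control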
Target sequence (P78536 215-824 limits assumed): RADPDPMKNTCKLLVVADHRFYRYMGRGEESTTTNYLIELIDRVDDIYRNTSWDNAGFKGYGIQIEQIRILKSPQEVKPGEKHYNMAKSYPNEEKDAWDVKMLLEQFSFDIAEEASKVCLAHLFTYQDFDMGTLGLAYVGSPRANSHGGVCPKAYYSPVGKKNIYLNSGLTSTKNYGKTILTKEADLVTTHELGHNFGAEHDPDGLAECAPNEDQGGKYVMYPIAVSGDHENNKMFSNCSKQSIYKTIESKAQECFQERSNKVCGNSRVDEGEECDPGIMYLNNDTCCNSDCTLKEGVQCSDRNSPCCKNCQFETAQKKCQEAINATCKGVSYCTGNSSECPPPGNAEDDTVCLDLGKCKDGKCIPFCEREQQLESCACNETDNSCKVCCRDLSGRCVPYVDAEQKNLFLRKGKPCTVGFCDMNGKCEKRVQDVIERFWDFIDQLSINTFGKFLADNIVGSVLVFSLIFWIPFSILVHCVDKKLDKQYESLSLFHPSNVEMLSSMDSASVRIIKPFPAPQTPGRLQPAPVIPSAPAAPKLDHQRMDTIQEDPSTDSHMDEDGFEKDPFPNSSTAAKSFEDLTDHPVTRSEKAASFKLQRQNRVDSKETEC
PLC-beta3 inh = blocks human PLC-beta3 enzyme activity | inhibition, % at 12.2 µM | hit rate 0.18% among 370,000 | Q01970 | Purified PLC-beta3, fluorogenic substrate, fluorescence; in the data active means inhibition above about 11%;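 further: 0% = median of compound wells on plate and 100% = full blocker control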
DAX1 inh-2 = NR0B1 (DAX1) inhibition | P51843 | HEK293 Gal4-DAX1 luciferase reporter, luminescence | inhibition, % at 6.75 µM | hit rate 0.99% among 340,000 | AID 504766;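 active means inhibition above the mean over all tested compounds plus 3 SD, cut at about 4.2% in these data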;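 further: 0% = DAX1-transfected cells with DMSO and 100% = empty-vector control cells with DMSO; inhibition shows as a rise in luminescence from relieved DAX1 repression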
Target sequence (P51843 207-470 limits assumed): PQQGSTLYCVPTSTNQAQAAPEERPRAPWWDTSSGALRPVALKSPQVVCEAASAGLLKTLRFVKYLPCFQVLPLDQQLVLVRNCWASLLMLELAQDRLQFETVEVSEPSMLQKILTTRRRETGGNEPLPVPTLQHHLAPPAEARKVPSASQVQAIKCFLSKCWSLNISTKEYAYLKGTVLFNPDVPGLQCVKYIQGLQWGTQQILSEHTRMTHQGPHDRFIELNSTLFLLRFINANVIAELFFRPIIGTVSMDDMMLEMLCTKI
ssDAF12 agonist = S. stercoralis DAF-12 activation, primary screen; activation, % at 6.8 µM; HEK293 ssDAF-12/GRIP1 lit1-tk-luc reporter, luminescence; % of 3 µM dafachronic acid response; hit rate 1% among 370,000;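 active means activation above the mean over all tested compounds plus 3 SD, cut at about 0.9% in these data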;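 further: 0% = DMSO-only wells and 100% = 3 µM delta7-dafachronic acid wells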
Active calls of the source: *; i = inactive; · = no result given.

SMILES	hcDAF-12 act	SMARCA2 act	hgDAF12 agonist	MBD2 DNA inh	DAX1 inh-1	PLCg1 inh	Rev-erbA mod	ADAM17 inh	PLC-beta3 inh	DAX1 inh-2	ssDAF12 agonist
COc1ccccc1NC(=O)CC(=O)CSc1nnc(-c2ccc(C)cc2)n1C	1.2	-2	0.2	-3	-0.1	-4	-3	3	-32	1.5	-0.8
CCN(CC)S(=O)(=O)c1ccc(O)c(C(=O)OCC(=O)N2CCCC2)c1	-0.2	-1	0.9	-2	0.1	-5	-8	-19	-13	0.8	-0.8
CC(C)Cn1c(CN(C)Cc2ccccc2)nc2c1c(=O)n(C)c(=O)n2C	-2.2	-6	6.1	-5	-1.8	1	-2	-3	1	-1.3	-1.8
CC1CCN(CCCCOc2ccccc2[N+](=O)[O-])CC1	-1.5	0	3.3	3	-0.6	2	1	1	1	-0.5	-1.0
O=S(=O)(c1ccc(OC(F)(F)F)cc1)N1CCCC(N2CCOCC2)C1 (stereo not given)	0.4	-3	2.2	-4	0.0	7	-6	-4	-3	4.6*	-1.1
CN(C)CCCNc1ncnc2sc(-c3ccccc3)cc12	0.6	2	4.1	-5	0.1	-6	3	-34	-18	1.2	-0.7
CN(C(=O)COc1ccccc1)c1ccc([N+](=O)[O-])cc1	-0.3	-6	-3.7	3	-0.2	5	-9	-3	4	2.3	-1.1
COC(=O)C1CC2=C(CCCC2=O)NC1=O (stereo not given)	2.1	-3	-1.3	-1	-0.6	2	2	-3	-1	-1.1	-0.1
Cc1cc(C)nc(SCC(=O)NNC(=O)c2cccs2)n1	0.7	-3	1.2	3	-0.5	1	3	-6	-7	2.6	-1.4
O=C(O)CCc1ccc(-c2ccc(F)cc2)n1CC1CCCO1 (stereo not given)	0.1	-1	2.0	-4	-0.1	-92	4	-216	-130	0.1	-2.2
Cc1cccc(Nc2ccncc2S(N)(=O)=O)c1	-1.3	-1	-3.2	2	0.2	1	3	1	1	·	-0.5
COc1cc(OC)c(OC)cc1CN1CCCC(C(=O)N2CCCCC2)C1 (stereo not given)	-0.1	-1	0.4	-5	0.2	4	8	-2	1	1.4	-1.8
COc1ccc(C(C)NC(=O)C2CCCC2)cc1OC (stereo not given)	-1.2	4	-0.5	1	0.5	2	3	-1	-1	3.4	0.3
CCN(CC)S(=O)(=O)c1cccc(C(=O)N/N=C2\CCCC(=O)C2)c1	-1.2	3	2.7	4	0.3	-322	-1	-50	-448	-0.9	-1.5
O=C(O)Cn1ncc2ccccc2c1=O	-1.0	4	-2.0	-6	-0.9	-1	-5	-5	3	0.2	-1.0
CCC(CC)NC(=O)Nc1ccccc1C(F)(F)F	-0.2	-2	0.7	4	-0.3	-1	-1	-4	-8	-0.2	-1.8
O=C(NCc1cccnc1)c1cc(C2CCCN(C(=O)c3cccs3)C2)on1 (stereo not given)	-1.4	-8	-0.8	3	-1.8	16*	-1	8	9	·	-1.1
COc1ccc(C(=O)C2CCN(CC(=O)Nc3ccc(OC)cc3OC)CC2)cc1	-2.7	0	0.2	-1	-0.5	-1	-3	-3	-9	-3.3	-1.2
CCOc1ccc(CC2c3cc(OCC)c(OCC)cc3CCN2C(=O)CN2CCN(C)CC2)cc1OCC (stereo not given)	-0.2	-1	-1.6	-3	0.1	1	0	1	-3	0.9	-1.4
Cc1ccc(Cn2ccc(NC(=O)c3cc4nc(-c5ccco5)cc(C(F)(F)F)n4n3)n2)cc1	-0.9	-2	-0.1	-3	-0.5	-23	6	-3	-26	0.4	-1.2
CCCC(=O)Nc1ccc(Cl)c(NC(=O)c2cccc(OC)c2)c1	-2.9	-5	-3.5	-5	-0.3	0	6	-5	-2	-0.5	-1.7
O=C(N/N=C/c1ccc2c(c1)OCO2)c1cc(-c2ccc(F)cc2)nc2ccccc12	-1.0	-3	1.3	-3	0.6	-25	1	-1	-24	1.1	-1.5
CCOC(=S)SCC(=O)N1CCc2cc(OC)c(OC)cc2C1C1C(=O)CC(C)(C)CC1=O (stereo not given)	-2.6	0	-2.4	0	0.1	-128	4	-30	-127	-0.2	-1.2
CCOc1ccc(C=O)cc1CN1CCCCC1	-1.0	-2	-0.2	-6	-0.1	1	3	-5	-2	1.6	-1.2
CC(O)(c1cccnc1)c1nc(-c2cccc(F)c2)cs1 (stereo not given)	1.2	0	-0.5	-1	-1.7	-1	2	-2	3	·	-1.5

Next section, overlapping the part above by two compounds.
SMILES	hcDAF-12 act	SMARCA2 act	hgDAF12 agonist	MBD2 DNA inh	DAX1 inh-1	PLCg1 inh	Rev-erbA mod	ADAM17 inh	PLC-beta3 inh	DAX1 inh-2	ssDAF12 agonist
CCOc1ccc(C=O)cc1CN1CCCCC1	-1.0	-2	-0.2	-6	-0.1	1	3	-5	-2	1.6	-1.2
CC(O)(c1cccnc1)c1nc(-c2cccc(F)c2)cs1 (stereo not given)	1.2	0	-0.5	-1	-1.7	-1	2	-2	3	·	-1.5
O=c1c(Br)c(N2CCOCC2)cnn1-c1ccccc1	3.2	2	3.0	1	1.7	1	3	-1	0	1.7	-1.0
CN(CC(=O)NCCc1ccccc1)S(=O)(=O)c1cccs1	0.0	1	2.4	7	1.2	3	-3	-3	3	-0.6	-0.9
CC(C)CNc1nc2c(c(=O)n(C)c(=O)n2C)n1Cc1cccc(Br)c1	4.9	2	-1.3	0	1.0	2	-1	-3	2	0.4	-0.2
CCOC(=O)C1=C[C@@H](CC)N(S(=O)(=O)c2ccc([N+](=O)[O-])cc2)[C@H]1c1ccccc1	-1.7	0	2.0	3	-1.8	-1	7	1	4	·	-1.3
C/C(Cl)=C\Cn1c(NCCCn2ccnc2)nc2c1c(=O)n(C)c(=O)n2C	-0.8	0	1.5	-2	-0.1	2	-3	-2	1	1.5	-1.6
COc1ccc(-c2cc(C(=O)NCc3cccs3)no2)cc1	3.8	0	8.7	0	1.2	-1	-1	-4	-8	0.4	-0.7
Cc1c(C(=O)N2CCCCC2)c(S(=O)(=O)Nc2cccc(Br)c2)c(C)n1C	-1.1	0	-2.1	2	-0.6	0	-8	-5	-6	0.3	-1.5
O=C(N/N=C1\NC(=O)C(CO)(CO)S1)c1ccccc1	-0.1	2	0.7	2	0.0	0	-2	-2	-6	1.6	-1.0
C(=N\n1c2ccccc2c2ccccc21)/c1ccccc1	10*	1	0.3	-2	-0.1	-6	-3	0	-6	0.0	-0.1
Cc1ccc2nc(-c3cccc(-c4cccc(Cl)c4)c3)c(NCc3ccccc3)n2c1	-1.9	0	0.5	2	-0.3	-342	-2	-36	-467	-0.5	-0.9
Oc1ccc(-c2cn3c(n2)SCC3)cc1O	-1.0	-1	1.3	4	0.0	1	-6	-1	4	2.1	-1.6
O=C(CCN1C(=O)/C(=C/C=C/c2ccccc2)SC1=S)Nc1nc2ccccc2s1	-1.1	0	-0.7	3	-0.3	2	-3	1	-5	0.6	-1.6
Cc1ccc(S(=O)(=O)N2CC=C(C(=O)NCc3ccc(F)cc3)CC2)cc1	-1.4	-1	-1.6	-4	-0.7	-1	-5	0	1	1.0	-1.1
COc1ccc(OC)c(NC(=O)CSc2nnc(-c3cccnc3)s2)c1	-1.3	-4	-2.3	-1	-1.4	0	-1	-7	-7	-1.6	-1.8
Cc1cc(NS(=O)(=O)c2ccc(NC(=O)NC(C)(C(F)(F)F)C(F)(F)F)cc2)no1	-0.2	2	-2.5	9	0.0	7	-1	-7	2	0.8	-1.5
O=C(CSc1ccccc1C(=O)O)NC12CC3CC(CC(C3)C1)C2	-1.5	-2	2.1	4	0.2	0	-1	-5	-7	-0.5	-0.9
CCC(=O)Nc1ccc2c(c1)C(=O)N(C)[C@@H]1CC[C@@H](CC(=O)NCc3ccc(OC)cc3)O[C@H]1CO2	-0.4	-3	1.2	-1	0.6	3	-3	-5	-4	·	-0.4
COc1cc(CNc2ncnc3c2ncn3[C@H]2CN(Cc3cccc(C(F)(F)F)c3)C[C@@H](CO)O2)cc(OC)c1OC	-2.4	-2	-4.7	-3	-0.8	9.6*	-4	9.7*	3	·	-0.8
N/C(=N/OS(=O)(=O)c1ccc([N+](=O)[O-])cc1)c1ccncc1	2.0	0	4.4	9	-0.1	3	4	-4	-2	-0.6	-0.4
CCN(CC)c1ccc(C(=O)OCc2cc(=O)oc3cc(O)ccc23)cc1	-2.2	-2	-2.5	-3	-0.5	i	33*	-54	i	-0.3	-1.4
COc1cc(C=C2C(=O)c3ccccc3C2=O)ccc1O	3.0	-2	-1.3	-7	-0.1	1	11	0	4	1.5	-1.1
CCc1nnc(NC(=O)CSc2nnc(Cc3cccn3C)n2CCOC)s1	1.5	-3	-1.4	-6	0.1	-6	1	2	-6	1.7	-1.5
COC(=O)C1=C(Nc2cc(Cl)cc(Cl)c2)CSC1	2.9	-1	1.7	2	0.8	0	3	0	-6	0.5	-1.4
CCOC(=O)c1c(-c2ccccc2)csc1NC(=O)COc1ccc2c(C)cc(=O)oc2c1	1.1	-2	1.9	6	0.1	-4	-7	-5	-2	-0.1	-1.1
CC1CCCCC1NC(=O)C1CCN(S(=O)(=O)N2CCC3(CC2)OCCO3)CC1 (stereo not given)	-0.9	-2	1.9	8	0.4	-2	2	-6	1	0.2	-1.5
Next part
SMILES	hcDAF-12 act	SMARCA2 act	hgDAF12 agonist	MBD2 DNA inh	DAX1 inh-1	PLCg1 inh	Rev-erbA mod	ADAM17 inh	PLC-beta3 inh	DAX1 inh-2	ssDAF12 agonist
CCN1C=C(C(=O)OC)C(c2cccc(OC)c2OC)C(C(=O)OC)=C1	-1.2	1	-2.3	-2	1.2	i	-5	i	i	-0.6	-1.6
CN(C)CCN1C(=O)C(O)=C(C(=O)c2cc3ccccc3o2)C1c1ccc(N(C)C)cc1 (stereo not given)	-0.1	2	3.8	-3	0.9	-17	-6	-2	-24	2.1	-0.7
CC(=O)C1=C(O)C(=O)N(C2CCCCC2)C1c1ccccc1 (stereo not given)	0.1	0	-2.4	-1	0.5	-1	-4	0	0	0.1	-0.9
O=C1CN(Cc2cc(=O)oc3cc4c(cc23)CCC4)CCN1	-1.0	3	2.1	-1	-1.3	-6	-3	-7	-8	0.7	-1.1
Cc1ccccc1NC(=S)N(CCN(C)C)C(C)c1ccco1 (stereo not given)	0.1	-3	1.8	1	-0.5	0	-1	-1	-2	0.4	-0.3
COc1ccc(NC(=O)c2cc(C)cc(C)c2)cc1S(=O)(=O)N1CCCCC1	0.1	1	-0.7	-1	-1.0	2	4	-2	0	-0.7	-0.8
CC1CCCCN1C(=O)CN1C(=O)CN(C)C(=O)c2ccccc21 (stereo not given)	-2.0	-2	1.7	1	-0.5	0	2	-6	-2	1.6	-1.1
COc1cc(OC)cc(C(=O)NCC(=O)NCCN2C(=O)S/C(=C\c3ccccc3Cl)C2=O)c1	1.2	-1	-1.8	-2	-1.3	-2	-1	0	-1	-0.4	-1.3
COc1ccc2c(CC(=O)NCCN3C(=O)S/C(=C\c4cccnc4)C3=O)coc2c1	1.1	-1	-0.5	-2	-1.0	-10	3	-5	-17	-1.8	-1.4
CC1=C(C(=O)Nc2ccc(Br)cc2)C(c2ccco2)NC(=O)N1 (stereo not given)	0.5	-5	1.5	7	0.1	-1	-1	-1	1	-0.5	-0.9
CC1=N/C(=C\c2ccc([N+](=O)[O-])cc2)C(=O)N1c1ccc(C)c(Cl)c1	-0.2	-4	1.0	6	0.1	3	3	-1	-3	·	-1.6
O=C(OCC#CCSc1nnc(-c2cccc3ccccc23)o1)c1sccc1Cl	-0.1	·	5.6	-4	·	-6	-5	-4	-4	·	-1.0

Compound activity deposited in PubChem BioAssay by several laboratories.

The order is random. About 7.4% of those tested had a hit in this group.
